NTMT1 inhibitor: inhibitors of human N-terminal methyltransferase NTMT1 | Q9BV86 | Potency, µM (top dose mostly 114 µM), for the others: top-dose activity change, negative = inhibition, hits mostly inhibitors | AID 1645870 | NTMT1 MTase-Glo SAH luminescence, purified enzyme | 59,000 compounds, 2.5% hits;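 note: potency is the fitted concentration of half-maximal effect; plate controls were DMSO vehicle for no effect and no enzyme for full effect; nearly all actives have a fitted effect of over 65% in size; many of its hits are not listed in these tables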
Target sequence (Q9BV86 whole entry, looked up): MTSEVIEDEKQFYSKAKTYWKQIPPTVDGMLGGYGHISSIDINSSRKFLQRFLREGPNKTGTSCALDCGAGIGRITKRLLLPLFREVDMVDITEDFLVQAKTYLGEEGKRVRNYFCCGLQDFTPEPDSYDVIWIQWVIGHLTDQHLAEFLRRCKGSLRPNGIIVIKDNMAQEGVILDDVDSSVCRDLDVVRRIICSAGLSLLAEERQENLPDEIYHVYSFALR
PTAP-TSG101 blk: inhibitors of HIV-1 PTAP binding to human TSG101, validation | Fluorescence polarization, FITC-PTAP peptide/Tsg101, 20 min | Potency, µM (top dose mostly 115 µM), for the others: at the highest dose activity change, negative = inhibition, hits mostly inhibitors | 44,000 tested, under 10 active | AID 1347069; note: potency is the fitted concentration of half-maximal effect; 0% is about no effect
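Fluorescence polarization binding of Tsg101 binding domain (10 uM final) to FITC-labeled PTAP-motif peptide (50 nM final) in HEPES pH 7.5/NaCl/Tween 20/EDTA/TCEP buffer; 20 min at r.t. Actives by curve class, <25 µM, efficacy <60% inhibition.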
B2AR arrestin ag: ADRB2 beta-arrestin recruitment | P07550 | Potency, µM (titrated, usually from 46.1 µM), without a hit: at the top dose activation, usual class: activators | AID 1347077 | 44,000 tested, under 10 active | HTLA Tango cells, beta-arrestin recruitment, luciferase luminescence, 18 h;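 note: potency is the fitted concentration of half-maximal effect; 0% = DMSO and full agonism = EC100 isoproterenol or metaproterenol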
Target sequence (P07550 whole entry, looked up): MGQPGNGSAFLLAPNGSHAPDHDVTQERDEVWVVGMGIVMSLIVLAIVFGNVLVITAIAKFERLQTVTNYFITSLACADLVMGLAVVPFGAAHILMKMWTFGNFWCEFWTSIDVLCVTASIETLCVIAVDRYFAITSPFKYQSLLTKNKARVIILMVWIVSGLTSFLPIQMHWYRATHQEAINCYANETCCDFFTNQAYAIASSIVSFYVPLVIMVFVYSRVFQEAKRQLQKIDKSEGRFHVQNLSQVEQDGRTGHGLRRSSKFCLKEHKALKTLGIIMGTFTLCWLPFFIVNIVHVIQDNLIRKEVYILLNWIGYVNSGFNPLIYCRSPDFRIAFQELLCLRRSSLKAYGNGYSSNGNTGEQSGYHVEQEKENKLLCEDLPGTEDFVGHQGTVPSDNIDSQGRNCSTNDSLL
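First, Tango cells carrying beta2-AR and beta-arrestin fusions received compound up to 46 microM. After 18 hr at 37 degrees C, luciferase substrate was added for 15 minutes, then luminescence gave %Activity for curve fitting.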
FH mod: Identification of activators of human fumarate hydratase by quantitative high-throughput screening; Fumarate hydratase, mitochondrial (Homo sapiens), P07954; FH coupled MDH/diaphorase resazurin fluorescence, 15 min; Potency, µM (top dose mostly 79.9 µM), for the others: top-dose activity change, negative = inhibition, most hits filed as inhibitors; 54,000 compounds, 0.22% hits; AID 1347055, 2019; note: potency is the fitted concentration of half-maximal effect; % is set by controls: 0 for no effect and ±100 for the full control effect; the screen sought activators but most active calls are inhibition curves; nearly all actives have a fitted effect of over 45% in size
p53null 32C kill: p53 null cell cytotoxicity, permissive temperature | Potency, µM (series often up to 46.1 µM), for the others: at the highest dose activity change, negative = cytotoxicity, actives largely listed as cytotoxic | H1299-neo p53 null cells, ATP luminescence, 24 h, 32C | 55,000 compounds, 0.62% hits;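 note: potency is the fitted concentration of half-maximal effect; 0% = DMSO only and -100% = full killing by 100 µM tamoxifen; nearly all actives have a fitted effect of over 55% in size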
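ATP-content luminescence in p53-null H1299-neo cells after 24 h compound exposure (up to 46 uM) at 32C permissive temperature; 0% and 100% killing set by DMSO and 100 uM tamoxifen; Hill-equation AC50.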
p53null 39C kill: p53 null cell cytotoxicity, nonpermissive temperature. Potency, µM (highest dose often 46.1 µM), for inactives: top-dose activity, negative = cell killing, actives largely listed as cytotoxic. 55,000 compounds, 0.97% hits. H1299 p53-null (neo) cells, 39C, ATPlite viability, 24 h. AID 904;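 note: potency is the fitted concentration of half-maximal effect; 0% = DMSO only and -100% = full killing by 100 µM tamoxifen; nearly all actives have a fitted effect of over 50% in size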
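Concentration-response (up to 46 uM) was run for 24 h at the nonpermissive 39C on H1299-p53A138V or H1299-neo cells. ATP content was measured with ATPlite luminescence. AC50 values were Hill-modeled after normalizing between DMSO and 100 uM tamoxifen killing.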
GALK inh: inhibits human galactokinase; AID 1347072; Potency, µM (highest dose often 57.5 µM), without a hit: at the highest dose activity, negative = inhibition, usual class: inhibitors; 44,000 tested, under 10 active; recombinant GALK, Kinase-Glo ATP luminescence, 1 h;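 note: plate controls were full GALK reaction for no effect and reaction lacking GALK for full effect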
Target sequence (P51570 whole entry, looked up): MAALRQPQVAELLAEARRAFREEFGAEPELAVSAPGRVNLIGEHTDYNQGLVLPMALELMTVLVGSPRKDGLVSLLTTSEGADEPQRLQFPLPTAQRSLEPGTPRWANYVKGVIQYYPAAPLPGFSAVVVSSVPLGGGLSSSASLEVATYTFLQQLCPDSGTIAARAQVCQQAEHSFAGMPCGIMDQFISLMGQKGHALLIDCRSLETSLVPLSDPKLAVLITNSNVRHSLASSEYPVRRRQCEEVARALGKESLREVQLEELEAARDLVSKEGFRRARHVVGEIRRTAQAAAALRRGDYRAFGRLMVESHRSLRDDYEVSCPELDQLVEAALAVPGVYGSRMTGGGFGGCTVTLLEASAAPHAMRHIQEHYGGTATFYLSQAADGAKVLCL
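5 nM GALK with 35 µM ATP and 100 µM galactose in HEPES pH 8.0, MgCl2, NaCl, DTT, BSA; 1 h RT reaction, remaining ATP detected by Kinase-Glo Plus luminescence after 10 min; qHTS concentration series.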
* = called active by the depositor; u = inconclusive; [ ] = another dose, or the depositor's remark. Calls come from the whole dose curve; as a rule, active = well fitted curve in the direction sought with a large enough effect; inconclusive = small, poorly fitted or top-dose-only effect, or another doubt; inactive = no such curve, though single readings can be large; an effect the other way counts as inactive or inconclusive.

SMILES | NTMT1 inhibitor | PTAP-TSG101 blk | B2AR arrestin ag | FH mod | p53null 32C kill | p53null 39C kill | GALK inh
O=C(CSc1nc2c([nH]c3ccccc32)c(=O)n1-c1ccccc1)Nc1ccc2c(c1)OCO2 | -1.5% | -0.7% | u | -13.4% | 12.7% | -11.4% | 1.9%
CCOc1ccc(-c2nc3c(C#N)c[nH]n3c2NC2CCCCC2)cc1 | 0.0% | -9.0% | -0.4% | -17.5% | 7.9% | 7.2% | 2.2%
CCn1c(C(=O)N2CCC(C(=O)N3CCN(c4cc(C)ccc4C)CC3)CC2)cc2sccc21 | 5.6% | -1.0% | 0.5% | -21.0% | 47.3%[activator] | 54.5%[activator] | -10.7%
CC1CCC(NC(=O)c2ccc(CS(=O)(=O)c3ccc(Cl)cc3)o2)CC1 (stereo not drawn) | -3.6% | -0.9% | -2.3% | -34.7% | 11.7% | 24.8% | -0.1%
Cc1cc(C)cc(NC(=O)N2CCC3(CC2)Oc2ccccc2C(=O)N3Cc2ccccc2F)c1 | 1.9% | -0.7% | 2.2% | -11.7% | 4.8% | 0.1% | -11.0%
COc1ccc(-c2cc(-c3ccccc3)c(C#N)c(SCC(O)CS(=O)(=O)Cc3ccccc3)n2)cc1 (stereo not drawn) | 2.3% | -14.5% | -0.1% | -20.0% | 2.6% | 6.1% | -17.1%
COc1cc(OC)c(NC(=O)NC(C)c2c(-n3cccc3)sc(C)c2C)cc1Cl (stereo not drawn) | -3.6% | -3.4% | -1.3% | -19.2% | 13.8% | 1.8% | 0.6%
Cc1ccc2[nH]cc(C(c3ccccc3)c3ccc(C)s3)c2c1 (stereo not drawn) | 3.1% | 5.7% | 0.8% | u | 11.2µM* | 15.8µM* | 6.4%
Cc1ccc(NS(=O)(=O)c2cn(C)c(C)n2)c(Br)c1 | 7.9% | -3.7% | -1.4% | 2.3% | -2.6% | 2.1% | 3.4%
Cc1ccc(OCCn2cc(C(=O)C3CCCCC3)c3ccccc32)cc1 | 7.0% | -3.2% | 1.1% | -21.3% | -2.2% | -6.4% | 0.4%
O=C(Cc1ccc(F)cc1)NCCc1csc2nc(-c3ccccc3F)nn12 | 8.5% | -0.1% | -1.5% | -11.4% | -5.5% | -5.9% | -3.6%
CCCCNC(=O)c1cc2n(n1)CCCN(Cc1ccc(C)cc1)C2=O | 13.1% | -1.0% | 0.9% | 1.0% | -3.4% | 3.2% | -0.7%
COC(=O)c1c(-c2ccc(Cl)cc2)noc1N1CCN(c2cccc(OC)c2)CC1 | -9.7% | -4.9% | 0.5% | -11.4% | -5.9% | 11.2% | -0.3%
COc1ccc(CNC(=O)Cc2csc3nc(-c4ccc(F)cc4)cn23)cc1 | 6.3% | 0.4% | -0.5% | -9.1% | -5.0% | -7.5% | -2.0%
Cc1cc2nn(-c3ccc(F)cc3)nc2cc1NC(=O)c1cccc2ccccc12 | -0.8% | 0.4% | 0.7% | -8.6% | 1.0% | u | 7.7%

Compound profiles, from the list above. Screens in order: NTMT1 inhibitor, PTAP-TSG101 blk, B2AR arrestin ag, FH mod, p53null 32C kill, p53null 39C kill, GALK inh
Results for CCn1c(C(=O)N2CCC(C(=O)N3CCN(c4cc(C)ccc4C)CC3)CC2)cc2sccc21 : 5.6%, -1.0%, 0.5%, -21.0%, 47.3%[activator], 54.5%[activator], -10.7%
Results for CCOc1ccc(-c2nc3c(C#N)c[nH]n3c2NC2CCCCC2)cc1 : 0.0%, -9.0%, -0.4%, -17.5%, 7.9%, 7.2%, 2.2%
Results for Cc1cc2nn(-c3ccc(F)cc3)nc2cc1NC(=O)c1cccc2ccccc12 : -0.8%, 0.4%, 0.7%, -8.6%, 1.0%, u, 7.7%
Results for COc1ccc(CNC(=O)Cc2csc3nc(-c4ccc(F)cc4)cn23)cc1 : 6.3%, 0.4%, -0.5%, -9.1%, -5.0%, -7.5%, -2.0%

(more compounds)
SMILES | NTMT1 inhibitor | PTAP-TSG101 blk | B2AR arrestin ag | FH mod | p53null 32C kill | p53null 39C kill | GALK inh
Cc1cc(Cl)ccc1OCC(=O)N(Cc1sccc1C)C1CCS(=O)(=O)C1 (stereo not drawn) | -0.3% | -6.2% | -0.4% | -12.7% | 9.7% | 7.4% | 2.1%
CCN(Cc1nc(-c2ccc(OC)cc2)oc1C)S(=O)(=O)c1ccc(Cl)cc1 | u | -2.1% | 5.1% | -15.0% | -3.7% | 3.4% | 0.7%
CCOc1ccc(CCNC(=O)CN(c2ccc(C)cc2)S(=O)(=O)N(C)C)cc1OCC | 14.4% | -2.2% | 0.4% | -7.2% | 4.4% | -14.6% | 0.2%
Cc1ccc(C)c(NC(=O)CSc2nc3ccccc3nc2N2CCOCC2)c1 | 9.5% | -2.8% | 0.1% | -2.2% | 0.7% | -11.3% | 7.2%
CCOC(=O)c1[nH]c(C)c(CCC(=O)Nc2cccc(C(F)(F)F)c2)c1C | -8.7% | 0.9% | -0.8% | -14.3% | 11.8% | -16.4% | 1.8%
Cc1oc(-c2ccc(C(=O)NC(C)c3ccccc3)cc2)nc1CS(=O)(=O)c1ccccc1 (stereo not drawn) | u | 0.5% | -1.3% | -22.4% | -1.5% | 9.7% | -0.6%
Cc1cccc(NC(=O)C2CCCN2S(=O)(=O)c2ccc3c(c2)n(C)c(=O)c(=O)n3C)c1 (stereo not drawn) | -2.3% | -11.5% | 0.2% | -27.1% | u | -6.5% | 6.6%
CNC(=O)C1CCN(C(=O)N2CC(C)Oc3ccc(C)cc32)CC1 (stereo not drawn) | 8.0% | -2.7% | -1.0% | 9.7% | -0.4% | -20.8% | 2.3%
COc1cc(Br)c(/C=C(\C#N)c2nc3ccccc3[nH]2)cc1OC | 0.4% | 7.7% | -1.2% | -20.4% | -24.2% | -21.8% | -0.5%
Cc1ccc(NC(=O)C(=O)NCC(c2cccnc2)N2CCc3ccccc32)cc1Cl (stereo not drawn) | -11.1% | -5.9% | -0.6% | -21.8% | 3.3% | -11.4% | 0.1%
O=C(COc1ccccc1Cl)Nc1ccc(OCc2cc(=O)n3ccsc3n2)cc1 | u | 1.4% | 0.8% | 1.5% | -5.7% | -5.4% | -0.4%
COc1ccccc1Nc1nn2c(=O)c3ccc(C(=O)NCc4ccc(F)cc4)cc3nc2s1 | u | -0.3% | -0.6% | 4.6% | -12.1% | 3.98µM* | 2.4%
CCCCCn1c(=O)[nH]c2cc(C(=O)Nc3cc(OC)cc(OC)c3)ccc2c1=O | 5.0% | 2.6% | 0.6% | -1.3% | -14.3% | -3.1% | 2.6%
Cc1ccc(S(=O)(=O)Nc2ccc3c(c2)c(C(=O)OC(C)C)c(C)n3S(=O)(=O)c2ccc(C)cc2)cc1 | -0.5% | 0.8% | 0.5% | -18.1% | 12.4% | 15.6% | 3.3%
Cc1ccc(Sc2c(C)nn(C(=O)COc3ccccc3Br)c2C)cc1 | 5.7% | 2.0% | -1.9% | -9.9% | 7.2% | 7.2% | 10.2%
CCC(CC)C(=O)Nc1ccc2nc(SCC(=O)N3CCOCC3)sc2c1 | 1.6% | 0.0% | -4.3% | -8.8% | -12.5% | -17.2% | 0.0%
CCC1CN(C(=O)N2CCC(C(=O)NCCc3ccccc3C)CC2)c2ccccc2O1 (stereo not drawn) | 12.3% | 0.8% | 0.7% | -4.5% | 6.9% | 13.7% | 0.4%
CCOC(=O)C1CCN(CCC(=O)Nc2ccccc2OC)CC1 | -17.0% | -5.7% | 0.6% | 5.0% | -0.1% | -6.7% | -3.2%
Cc1ccc(C)c(Cn2cc(CCC(=O)NC3CCCCC3)c3ccccc32)c1 | -6.4% | 3.1% | -0.4% | 2.1% | 3.6% | -6.2% | -0.9%
Cc1ccc(S(=O)(=O)NCC(c2ccc(N(C)C)cc2)N2CCc3ccccc32)cc1 (stereo not drawn) | 0.4% | -0.3% | 0.9% | -5.9% | 1.5% | 20.7% | -4.6%
COc1ccc(NC(=O)CSc2nc3ccccc3nc2N2CCOCC2)c(OC)c1 | 0.6% | -12.1% | 0.7% | -19.8% | 10.0% | u | 2.8%
CC(C)c1ccc(S(=O)(=O)N2CCN(Cc3cccc(F)c3)CC2)cc1 | -0.9% | -1.5% | -2.5% | -17.4% | -2.6% | -0.4% | 3.8%
CCOc1ccc(C(=O)c2cn(CC(=O)Nc3ccc(OC)cc3)c3cc4c(cc3c2=O)OCCO4)cc1 | u | -1.2% | -0.1% | -9.5% | 2.9% | 4.5% | 5.9%
CCc1cccc(C)c1NC(=O)CN1CCN(Cc2ccccc2Cl)S1(=O)=O | -22.0% | 1.4% | 0.4% | -15.5% | -6.3% | -2.4% | 1.6%
Cc1cn2c(=O)cc(COc3cccc(NC(=O)c4ccc(C(C)(C)C)cc4)c3)nc2s1 | 6.4% | 2.0% | 1.0% | -7.0% | u | u | 2.2%
COc1cccc(-c2cn3c(n2)sc2cc(C(=O)NCCc4ccccc4)ccc23)c1 | u | -0.1% | -0.4% | -23.3% | 3.0% | u | 1.7%
Cc1nc(-c2ccc(Cl)cc2)sc1CCNC(=O)C(=O)Nc1ccc2c(c1)OCO2 | -4.9% | -3.7% | -0.5% | 4.4% | 3.4% | 6.1% | 2.5%
CCOCCCn1c(SCC(=O)Nc2ccccc2CC)nc2ccccc2c1=O | 10.1% | 3.5% | 0.3% | -1.0% | 4.2% | 8.6% | -2.2%
COC(=O)c1c(C)sc(-c2c(-c3ccc(F)cc3)[nH]c3[nH]c(=O)[nH]c(=O)c23)c1O | -7.2% | 6.1% | -1.1% | -14.0% | -3.6% | 2.4% | -6.1%
Cc1c(NC(=O)c2cc(=O)c3ccccc3o2)c(=O)n(-c2ccccc2)n1C | 6.5% | -0.5% | -1.3% | 4.3% | -3.7% | -4.7% | 6.2%
CC(=O)c1cccc(Nc2ncnc3c2cnn3C)c1 | 1.5% | 0.8% | -0.3% | -3.1% | 10.9% | 8.5% | 0.7%
Cc1ccc(NC(=O)CC2Nc3cccc4cccc(c34)NC2=O)cc1 (stereo not drawn) | -22.3% | -11.1% | 0.7% | -37.7% | 20.1% | -22.3% | 0.0%
CC(C)CCNC(=O)c1cccc(Nc2nc3ccccc3n3nnnc23)c1 | 18.0% | 3.8% | 0.8% | -10.2% | -22.6% | u | 2.3%
Cc1ccc(CCNC(=O)c2ccc(CS(=O)(=O)Cc3ccc(Cl)cc3)o2)cc1 | 18.0% | 1.4% | 0.0% | -1.1% | -8.0% | 25.5% | 2.6%
CCCn1cc(S(=O)(=O)c2ccc(OCC)cc2)c(=O)c2cc(C)ccc21 | u | -0.7% | 0.4% | 3.8% | -5.5% | -13.8% | -0.2%
CC(=O)Nc1ccc(C)cc1-c1nc2ccccc2n(CC(=O)Nc2cc(Cl)ccc2C)c1=O | u | -6.0% | -1.8% | -1.0% | 4.6% | 32.8%[activator] | -9.9%
Fc1ccc(NCc2nc3ccccc3n2CCOc2ccccc2Cl)cc1 | 0.4% | 0.2% | 1.1% | 0.0% | -6.8% | u | -2.6%

Source: PubChem

The list is partial; rates above refer to the full screens.
